# RGS4 inh – blocks human RGS4-accelerated GTP hydrolysis | P49798 | Transcreener GDP fluorescence polarization, RGS4-accelerated GTP hydrolysis | Potency, µM (doses to about 114 µM), for the others: at the top dose activity change, negative = inhibition, most hits filed as inhibitors | actives 0.039% (n = 390,000); also: potency is read from the fitted curve at half-maximal effect; % is scaled to controls: 0 for no effect and ±100 for the full control effect; nearly all actives have a fitted effect of over 75% in size; some results filed as inactive show a strong effect at the top dose
#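 MLSMR compounds (23 nl, pin-transferred) preincubated 10 min at room temperature with a 500nM (2x) first reagent, then RGS4 at 900nM (2x) plus Transcreener GDP mix added; fluorescence polarization (620/688 nm) read before and after 90 min at 30 °C.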
# Glioma ERSR ind – inducers of ER stress response in human glioma cells. U87-MG GRP78 promoter luciferase reporter, 16 h. Potency, µM, inactives show at the top dose activation, usual class: activators. actives 0.02% (n = 420,000). AID 602332; also: potency is read from the fitted curve at half-maximal effect; series mostly up to about 76 µM; % of control where 0% means no effect; nearly all actives have a fitted effect of over 35% in size
#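 Stably transfected U87-MG glioma cells carrying a GRP78-based luciferase sensor; 16 h compound incubation. Luminescence end-point read 10 min after Bright-Glo addition at room temperature.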
# Vif-A3F inh – Vif-A3F binding inhibition | HeLa A3F-eYFP + Vif (tagged APOBEC3F with the HIV-1 protein that degrades it), YFP fluorescence increase | Potency, µM (series often up to 46.1 µM), for the others: at the top dose activity, negative = active | actives 0.2% (n = 390,000) | AID 602313; also: potency is read from the fitted curve at half-maximal effect; % of control where 0% means no effect; nearly all actives have a fitted effect of over 65% in size
#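 HeLa cells stably expressing Vif plus C-terminally eYFP-tagged A3F were seeded, incubated overnight at 37 deg C, dosed with compound, incubated overnight again at 37 deg C. Yellow fluorescence (Ex 488/Em 500-530) reported blocked Vif-mediated A3F-eYFP degradation.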
# Vif-APOBEC3G blk – blocks the Vif interaction with human APOBEC3G; actives 0.076% (n = 410,000); Potency, µM (highest dose often 46.1 µM), for inactives: top-dose activity, negative = active, most hits filed as inhibitors; HeLa A3G-eYFP + Vif (tagged APOBEC3G with the HIV-1 protein that degrades it), YFP fluorescence, overnight; AID 602310; Q9HC16;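 also: potency is read from the fitted curve at half-maximal effect; % is scaled to controls: 0 for no effect and ±100 for the full control effect; nearly all actives have a fitted effect of over 60% in size; hits raise eYFP signal because A3G escapes Vif-driven loss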
# Target sequence (Q9HC16 whole entry, looked up): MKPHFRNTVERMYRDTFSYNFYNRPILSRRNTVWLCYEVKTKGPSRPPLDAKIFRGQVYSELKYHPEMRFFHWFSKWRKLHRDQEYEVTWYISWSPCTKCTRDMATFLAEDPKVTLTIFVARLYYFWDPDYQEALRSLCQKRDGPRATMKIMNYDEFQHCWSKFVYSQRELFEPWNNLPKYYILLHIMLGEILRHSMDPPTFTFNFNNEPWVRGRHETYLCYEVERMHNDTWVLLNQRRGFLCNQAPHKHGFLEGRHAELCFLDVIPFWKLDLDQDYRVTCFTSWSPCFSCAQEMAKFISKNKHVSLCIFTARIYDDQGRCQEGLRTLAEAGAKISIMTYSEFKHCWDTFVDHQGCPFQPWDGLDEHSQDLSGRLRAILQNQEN
#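 Read-out is eYFP fluorescence (Ex 488/Em 500-530) from Vif-expressing HeLa A3G-eYFP cells; more signal means A3G escaped Vif-mediated degradation. Cells plated overnight, compound pinned in, incubated overnight at 37 deg C.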
# LDHA inh – inhibitors of human lactate dehydrogenase A. purified LDHA, NADH/diaphorase-resazurin fluorescence; active compounds read low. activity change, % (values are at about 110 or 230 µM). actives 0.15% (n = 480,000). AID 1347041; in the data active = activity change below about -30%; inconclusive = mostly about -25% to -30%;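 also: plate controls were DMSO wells for no effect and wells without enzyme for full effect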
#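 LDH5 2 nM; NADH 0.06 mM, pyruvate 0.2 mM; 200 mM Tris pH 7.4, EDTA, Tween-20; 5 min RT. Detection: diaphorase 0.133 mg/mL + resazurin 37 µM, fluorescence ex540/em590 at 0 and 20 min; normalized to enzyme-free and DMSO wells.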
# D2 ag – D2 dopamine receptor (human) agonism. P14416. HEK293 T-REx D2 cells, calcium flux agonist mode. activation, % at 2 µM. actives 0.53% (n = 340,000). AID 485358;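 active = activation over 3 SD above normal in the single-dose calcium agonist read, cut at about 30% in these data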; also: 0% is about no effect
#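 In this primary screen, compounds producing a positive calcium signal within 180 s of addition to tetracycline-induced, force-coupled HEK293 Trex D2 cells are flagged; cells are dye-loaded with a no-wash calcium kit beforehand.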
# D2 antagonist – D2 dopamine receptor (human) antagonism; P14416; HEK293 TREx D2 cells, calcium flux, dopamine EC80; inhibition, % at 10 µM; actives 2% (n = 340,000); AID 485344; in the data active = inhibition above about 30%; also: 0% is about no effect
#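 Calcium mobilization kinetics were recorded at 1 s intervals in tetracycline-induced HEK293 T-REx D2 cells, first for 180 s after compound addition and then 180 s after EC80 dopamine.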
# ERG-DNA inh – blocks human ERG Ets domain binding to DNA; fluorescence polarization, His-ERG Ets domain / labelled DNA; Potency, µM (highest dose often 76.9 µM), for the others: at the highest dose FP activity, negative = inhibition, usual class: inhibitors; actives 0.028% (n = 370,000); active = well fitted inhibition curve with a large enough effect in the polarisation, with a control signal flat; inconclusive = small, poorly fitted or top-dose-only effect, or effect the other way, or a change in a side signal; inactive = no such curve, though single readings can be large or run the other way; the % refers to the polarisation;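 also: polarization taken with two DNA probes labelled with fluorescein and Texas red; potency is read from the fitted curve at half-maximal effect; % of control where 0% means no effect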
#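 His-tagged ERG Ets domain (1 uM in the protein solution; 300mM KCl, 50mM Tris-HCl, 1mM EDTA, 1mM DTT, pH 7.5) received compound, then a probe mix of 5 nM fluorescein-DNA and 100nM Texas-615-DNA. Fluorescence polarization was read for both dyes.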
# ALOX12 inh – inhibitors of human 12S-lipoxygenase ALOX12 | P18054 | purified 12hLO, xylenol orange hydroperoxide absorbance | Potency, µM (highest dose often 108 µM), inactives show at the top dose activity change, negative = inhibition, usual class: inhibitors | actives 1.1% (n = 580,000); also: potency is read from the fitted curve at half-maximal effect; % is scaled to controls: 0 for no effect and ±100 for the full control effect
# Target sequence (P18054 whole entry, looked up): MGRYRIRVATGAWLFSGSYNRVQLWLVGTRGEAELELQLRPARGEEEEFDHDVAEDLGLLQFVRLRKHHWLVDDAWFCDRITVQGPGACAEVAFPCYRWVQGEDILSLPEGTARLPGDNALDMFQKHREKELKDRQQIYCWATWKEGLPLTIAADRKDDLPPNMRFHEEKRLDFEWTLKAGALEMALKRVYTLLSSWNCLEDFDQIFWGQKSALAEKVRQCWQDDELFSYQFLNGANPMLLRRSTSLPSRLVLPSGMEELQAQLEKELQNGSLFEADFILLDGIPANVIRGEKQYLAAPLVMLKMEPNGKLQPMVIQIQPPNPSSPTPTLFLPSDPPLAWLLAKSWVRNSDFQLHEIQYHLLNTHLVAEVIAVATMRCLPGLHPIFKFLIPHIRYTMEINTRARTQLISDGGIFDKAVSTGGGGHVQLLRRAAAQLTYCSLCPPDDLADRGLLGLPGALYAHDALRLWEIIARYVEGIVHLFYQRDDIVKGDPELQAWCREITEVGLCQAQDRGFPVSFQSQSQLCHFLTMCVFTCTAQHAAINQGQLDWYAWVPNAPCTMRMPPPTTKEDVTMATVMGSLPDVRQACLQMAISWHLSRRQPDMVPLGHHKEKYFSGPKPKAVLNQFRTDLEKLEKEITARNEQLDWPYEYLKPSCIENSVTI
#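 Purified human 12hLO (150 nM final) in 25 mM Hepes, 0.01% Triton X-100, pH 7.0 was preincubated 15 min at room temperature with compound. Then 40 uM arachidonic acid was added, 30 min. Hydroperoxide was read by Fe-XO absorbance ratio 573/405 nm.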
# Starred values were filed as active, the others as inactive; ? = inconclusive; . = not tested or not shown; & = joins results of further samples; [ ] = another dose, or the depositor's remark. Unless noted, calls follow the shape of the dose curve; as a rule, active = well fitted curve in the direction sought with a large enough effect; inconclusive = small, poorly fitted or top-dose-only effect, or another doubt; inactive = no such curve, though single readings can be large; an effect the other way counts as inactive or inconclusive. Some of the compounds tested; count on the stated rates, not on these rows.
# The line under a structure holds: D2 ag	ALOX12 inh	Vif-A3F inh	Vif-APOBEC3G blk	Glioma ERSR ind	D2 antagonist	LDHA inh	RGS4 inh	ERG-DNA inh
COc1ccc(CNc2cc([N+](=O)[O-])ccc2OC)cc1
    -0.2	?	-6.5%	0.1%	-2.3%	-6.0	-0.7	2.8%	.
Cc1ccc(Nc2nc(NCc3ccco3)nc3nccnc23)cc1
    .	.	.	0.1%	-1.9%	.	-11.2	30.5%	.
NC(=O)c1cc(S(=O)(=O)NCCc2ccc(S(N)(=O)=O)cc2)cs1
    0.3	3.8%	-2.6%	-1.3%	-5.1%	-5.1	-1.2	-0.9%	3.1%
C/C(Cl)=C\CNC(C)c1ccccc1 (centres undefined)
    .	0.0%	-1.9%	0.7%	0.9%	.	1.8	-27.7%	-2.5%
COc1cc(CN2CCC(n3nccc3NC(=O)C3CC3)CC2)cc(OC)c1
    -0.3	0.0%	-3.9%	-0.2%	-6.9%	2.8	-7.2	-15.3%	0.9%
CCOC(=O)C1=C(c2ccccc2)NC(=O)NC1c1ccc(OC)cc1 (centres undefined)
    2.9	1.9%	8.8%	0.3%	-4.4%	-12.4	-3.7	-9.9%	-3.4%
Cc1ccc(-n2c(C)nc3ncnc(-c4ccccc4)c32)cc1
    0.1	-1.8%	-11.7%	-0.4%	-0.5%	4.1	-6.8	12.0%	-3.6%
CCOC(=O)c1c[nH]c(=S)n(-c2ccccc2)c1=O
    0.1	?	-4.1%	-7.7%	-1.7%	-2.2	-4.8	15.5%	-4.6%
CC(C)NC(=O)c1onc(CSc2cccc(Cl)c2)c1C(=O)O
    0.1	-6.1%	-0.2%	-3.0%	-1.0%	-1.2	-7.5	4.3%	2.6%
CC(=NCCN1CCN(C(=S)Nc2ccccc2)CC1)C1=C(O)CC(C)(C)CC1=O
    0.1	-22.1%	.	0.0%	-3.9%	12.7	-3.9	-2.3%	1.6%
COc1cccc(C(CC(=O)NCC2CCCO2)NS(=O)(=O)c2ccc(C)cc2)c1OC (centres undefined)
    0.8	5.6%	1.8%	1.4%	-2.5%	2.8	-8.3	-13.2%[11.4 µM]	-3.4%
CN(C)c1ccc(CNC(=O)CCCN2C(=O)CCn3nc(-c4cn(C)c5ccccc45)cc32)cc1
    -1.5	-29.9%	3.4%	-6.8%	-4.5%	.	1.4	-10.7%	1.7%
O=C(NCc1ccc(Cl)cc1)C(=O)c1c[nH]c2ccccc12
    -0.4	5.3%	-26.2%	-3.1%	-4.8%	8.6	2.5	-11.2%	2.7%
O=C1CN(C(=O)CSc2nnc(Nc3ccccc3)s2)c2ccccc2N1
    1.3	-26.5%	5.6%	-8.5%	4.3%	-5.7	-4.9	1.7%	-2.2%
CC(C)=C(NC(=O)c1ccccc1)C(=O)N/N=C/c1ccc(O)cc1
    0.3	2.7%	2.6%	-7.1%	1.5%	1.3	-5.3	2.8%	11.1%
O=c1c(-c2ccc3c(c2)OCCO3)coc2cc(O)cc(O)c12
    -0.8	?	-3.8%	-6.7%	3.4%	-7.5	4.8	-5.9%	-3.3%
CC(C)c1ccc(N(CC(=O)NCC2CCCO2)C(=O)Cn2nnc(-c3cccs3)n2)cc1 (centres undefined)
    -0.2	-5.2%	1.3%	0.4%	-4.4%	3.1	-1.5	-12.9%	-4.2%
COc1ccccc1OCCC(=O)OCC(=O)Nc1cc(S(=O)(=O)N(C)C)ccc1Cl
    1.8	2.4%	14.9%	1.3%	-2.2%	-22.1	0.9	13.9%	4.7%
O=C1OCC(c2ccccc2)=C1c1ccccc1[N+](=O)[O-]
    -0.4	5.7%	0.2%	-4.2%	-0.4%	2.6	1.7	-7.4%	-0.2%
CCCCOC(=O)C(C#N)c1nc2ccccc2nc1N1CCOCC1 (centres undefined)
    0.2	0.0%	-0.4%	-0.5%	-2.1%	-0.7	0.9	13.4%	-14.0%
Cc1cccc(OCC(=O)Nc2cccc3cccnc23)c1C
    .	5.9%&-15.9%	1.6%	-1.5%	-2.0%	.	0.3&-5.0	-3.5%	-2.0%
COc1cccc(C(=O)NC(c2ccc(Cl)cc2)c2cc(Cl)c3cccnc3c2O)c1 (centres undefined)
    -0.4	-20.9%	?	-15.0%	-1.2%	.	-0.5	2.6%	8.4%
O=C(C1=C(O)C(=O)N(CCOCCO)C1c1ccccn1)c1cccs1 (centres undefined)
    0.1	?	-0.1%	3.5%	-2.7%	-5.1	-3.6	21.3%	-4.3%
CC12COC3(C(N)=O)CC1CCC32C (centres undefined)
    -0.5	-14.2%	3.5%	1.2%	-3.4%	16.8	-3.0	2.9%[11.4 µM]	-2.5%
COc1ccc(-n2c(=O)c3ccc(C(=O)NCc4ccc(C)cc4)cc3n(CC(=O)Nc3cccc(F)c3)c2=O)cc1
    1.1	?	-11.7%	-23.7%	-1.5%	.	-3.7	13.0%	9.8%
O=C(CCc1nc2ccccc2c(=O)[nH]1)Nc1nc(-c2cccs2)cs1
    0.9	.	?	-24.2%	1.0%	2.9	-9.4	-10.0%	-9.5%
Cn1c(-c2ccc3c(c2)OCO3)c(C(=O)O)c(=O)c2ccccc21
    0.8	8.0%	-6.2%	-0.8%	-2.4%	-2.5	-9.3	5.8%	5.8%
Cc1cccc(Oc2ccc(N)cc2)c1
    1.1	-18.1%	-5.5%	4.6%	6.6%	-7.3	2.0	-38.3%	-1.1%
Cc1cccc(OCc2nc3ccccc3c(=O)n2N)c1
    -0.1	5.5%	1.5%	-10.5%	9.3%	4.9	0.3	-39.2%[11.4 µM]	1.9%
CCOC(=O)N1CCN(C(=O)Cn2nc(C)n3nc(-c4ccc(OC)cc4)cc3c2=O)CC1
    -0.1	-27.1%	2.3%	-5.1%	-1.7%	-10.7	-1.0	-25.2%	-2.4%
Cc1ccc2nc(C)cc(C(=O)Nc3nccs3)c2c1
    .	0.0%	-11.1%	-3.5%	-2.5%	.	0.2	8.0%	12.4%
COCCNC(=O)CCSCc1ccccc1F
    -0.1	-4.4%	1.5%	-0.7%	-1.4%	15.5	-8.5	-10.4%	.
COc1cc(S(=O)(=O)Nc2cccc(C)c2)ccc1NC(=O)c1cccnc1
    0.7	-15.2%	0.1%	-10.0%	-3.1%	-2.7	-6.1	-10.9%	0.2%
Cc1cc2ccccc2nc1SCC(=O)NC1CCCCC1
    0.2	3.3%	5.7%	-8.8%	-1.5%	-3.7	-3.9	-14.7%	-3.2%
O=C(Cc1ccc(Cl)cc1)NCCS(=O)c1ccc(Cl)cc1 (centres undefined)
    .	?	2.9%	2.6%	-2.7%	.	-2.5	-3.2%	8.2%
CCOC(=O)c1c(NC(=O)c2cc(-c3ccc(OC)c(OC)c3)on2)sc2c1CCCC2
    0.0	?	-0.8%	0.2%	-3.9%	.	-4.9	?	1.4%
COCCNc1nc(Oc2cccc3ccccc23)c2sccc2n1
    .	1.2%	.	-7.8%	1.8%	.	0.1	.	.
O=C(COC(=O)c1ccc2c(c1)OCCO2)NCCc1ccccc1
    .	-3.5%	-19.0%	0.3%	0.0%	.	-0.5	-16.7%	13.9%
S=c1nc2c(n[nH]1)c1ccccc1n2CCc1ccccc1
    2.3	?	-1.7%	-6.0%	-1.1%	6.4	-11.0	?	1.5%
CCOC(=O)/C=C/CN(C(=O)OC(C)(C)C)S(=O)(=O)N1CC=CC1
    -0.7	8.6%	-4.9%	-0.9%&1.8%	-2.6%&-3.3%	-3.2	-3.7	-11.4%&-23.0%	-0.8%
O=C(COc1ccccc1Cl)Nc1ccc2c(c1)C(=O)NC2=O
    1.8	?	-2.5%	5.0%	3.1%	15.5	-2.8	20.2%	15.5%
C=CCn1c(N)cc(=O)nc1SCC(=O)NC(C)c1ccccc1 (centres undefined)
    -1.0	7.2%	4.6%	1.2%	-0.4%	-6.3	-1.7	7.6%	8.2%
CCN(CC)C(=O)C1CCC(CNS(=O)(=O)c2cccc3cccnc23)CC1 (centres undefined)
    1.0	-5.3%	0.3%	-4.8%	-3.6%	-2.1	-2.6	-6.0%	2.7%
CCOC(=O)N1CCN(CC(O)c2c[nH]c3ccccc23)CC1 (centres undefined)
    0.7	0.0%	-6.9%	0.6%	-4.2%	6.8	2.3	-18.7%	3.6%
O=C(Nc1ccc(F)cc1)c1cccc(N2C(=O)C3C4CCC(C4)C3C2=O)c1 (centres undefined)
    0.5	-11.5%	-1.1%	1.4%	9.2%	-1.9	-6.9	-15.9%	-4.1%
CCN(CC)S(=O)(=O)c1ccc(N2CCN(C)CC2)c(NC(=O)Nc2ccccc2F)c1
    2.8	-19.4%	6.3%	3.9%	-1.0%	19.0	-3.2	9.7%	-1.6%
CC1=CC(C)(C)NC(=S)N1C(C)c1ccccc1 (centres undefined)
    -0.9	?	-3.9%	1.5%	-1.1%	-16.4	-1.0	-5.2%	0.4%
Cc1ccc(N=Nc2cc(C)ccc2N)cc1
    -1.6	?	-2.9%	-13.8%	-2.8%	-10.0	-2.3	11.4%[11.4 µM]	13.1%
Cc1ccc(N/N=C/c2c(C)c(C#N)c(=O)n(C)c2O)cc1C
    0.1	-21.6%	-9.5%	-5.1%	0.6%	12.0	22.0	?	22.4%

# Screens deposited in PubChem BioAssay by National Center for Advancing Translational Sciences (NCATS).
